UBC13 inh: inhibitors of human UBC13 polyubiquitin chain formation; P61088; TR-FRET; inhibition, % at 20 µM; 330,000 tested, 0.47% active; AID 485273; in the data active = inhibition above about 45%, passing the limit was not always enough
Target sequence (P61088 whole entry, looked up): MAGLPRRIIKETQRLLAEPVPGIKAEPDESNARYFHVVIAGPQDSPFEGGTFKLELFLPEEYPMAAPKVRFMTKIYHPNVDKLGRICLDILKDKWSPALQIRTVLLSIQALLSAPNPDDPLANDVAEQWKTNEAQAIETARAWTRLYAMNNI
SENP8 block: inhibitors of human SENP8 protease | Q96LD8 | purified SENP8, Z-RLRGG-aminoluciferin cleavage, luminescence | inhibition, % at 10 µM | 330,000 tested, 1.2% active | AID 2540
Target sequence (Q96LD8 whole entry, looked up): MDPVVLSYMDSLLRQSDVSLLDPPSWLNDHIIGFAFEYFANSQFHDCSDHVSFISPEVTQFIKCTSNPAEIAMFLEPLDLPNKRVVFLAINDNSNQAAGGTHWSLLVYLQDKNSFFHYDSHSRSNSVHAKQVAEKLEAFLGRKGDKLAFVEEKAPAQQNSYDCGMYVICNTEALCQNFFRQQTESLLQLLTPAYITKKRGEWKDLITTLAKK
Apaf-1 inh: human Apaf-1 inhibition; O14727; reconstituted apoptosome caspase-3 activity, DEVD-Rh110 fluorescence; inhibition, % at 20 µM; 330,000 tested, 0.71% active; AID 489030; active = inhibition of at least 40% at 20 µM;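 also: plate controls were DMSO wells for no effect and DEVD-CHO caspase inhibitor wells for full effect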
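Assay system: Apoptosome proteins | Medium: pH 7.5 Hepes buffer with CHAPS, BSA, DTT | Also added: Cytochrome c and DEVD-Rh110 substrate | Times: 30 min plus 50 min, RT | Detection: Rhodamine 110 fluorescence at Ex 480/Em 540 nm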
Jurkat NFkB inh: inhibitors of the PMA/ionomycin-induced NF-kB reporter in Jurkat cells; PMA/ionomycin-induced NF-kB luciferase reporter, luminescence; 330,000 tested, 0.53% active; inhibition, % at 4 µM
SENP7 block: blocks the human protease SENP7; Q9BQF6; inhibition, % at 5 µM; AID 434973; recombinant SENP7, Z-RLRGG-aminoluciferin luminescence, 40 min; 330,000 tested, 1.5% active;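 active = inhibition above about 50% at the single test dose, limit read from the data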;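 also: plate controls were DMSO with enzyme for no effect and no enzyme buffer wells for full effect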
Target sequence (Q9BQF6 706-1050 limits assumed): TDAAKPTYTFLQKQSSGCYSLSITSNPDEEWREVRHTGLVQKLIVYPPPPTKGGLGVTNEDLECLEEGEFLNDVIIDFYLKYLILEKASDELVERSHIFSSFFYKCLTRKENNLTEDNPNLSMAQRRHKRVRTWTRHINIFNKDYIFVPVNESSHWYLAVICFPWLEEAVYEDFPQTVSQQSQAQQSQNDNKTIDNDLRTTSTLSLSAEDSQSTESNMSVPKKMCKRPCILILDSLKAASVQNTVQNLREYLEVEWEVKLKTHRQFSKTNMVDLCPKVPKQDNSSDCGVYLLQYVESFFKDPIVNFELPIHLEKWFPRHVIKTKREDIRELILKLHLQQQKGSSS
Gli-Sufu block: blocks Gli-Sufu signaling in a luciferase reporter. AID 588413. Sufu-KO-LIGHT fibroblasts, Gli luciferase reporter luminescence. inhibition, % at 5 µM. 340,000 tested, 0.74% active;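 active = inhibition above about 55%, limit read from the data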;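 also: 0% = DMSO-treated cells and 100% = wells with medium but no cells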
HKDC1 inhibitor: blocks human hexokinase HKDC1 activity. 340,000 tested, 0.16% active. inhibition, % at 20 µM. AID 493160. Q2TB90. recombinant HKDC1, G6PDH/diaphorase resazurin coupled fluorescence;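 active = inhibition above about 35% when tested at 20 µM, limit read from the data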;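 also: plate controls were DMSO wells with enzyme for no effect and DMSO wells lacking enzyme for full effect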
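Test system: recombinant HKDC1 (HK5) hexokinase enzyme, produced in-house / Doses: 20 µM test compound, 1% DMSO / Timing: 90 min, room temperature / Detection: G6PDH/diaphorase-coupled fluorescence, 1 mM NADP, 100 µM resazurin, 525/613 nm / Control set: DMSO wells with and without enzyme mix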
697 NFkB inh: inhibitors of the PMA/ionomycin-induced NF-kB reporter in 697 B cells | 697 B-cell NF-kB luciferase reporter, 16 h | inhibition, % at 4 µM | 330,000 tested, 0.33% active; in the data active = inhibition above about 35%
Active calls of the source: *; x = not tested or not shown. Rule as the data show it, unless noted: active = inhibition above about 50%; inactive = the rest.

Abbreviations: A = UBC13 inh; B = SENP8 block; C = Apaf-1 inh; D = Jurkat NFkB inh; E = SENP7 block; F = Gli-Sufu block; G = HKDC1 inhibitor; H = 697 NFkB inh
CN1C(=O)/C(=C/c2ccccc2OCc2cccc(F)c2)NC1=S
  A: -2	B: -11	C: -2	D: -5	E: 0	F: 7	G: -4	H: -27
O=C(Nc1ccccc1)C1=C[C@H](c2coc3ccccc3c2=O)C[C@H](OCCCCO)O1
  A: 0	B: -1	C: -4	D: 15	E: 1	F: 1	G: -4	H: 12
COc1ccc(S(=O)(=O)N2CCOCC2)cc1NC(=O)c1ccc(OC(F)F)cc1
  A: -6	B: -8	C: 4	D: -18	E: -6	F: 1	G: -1	H: 0
O=C(NCCN1CCOCC1)C1CCN(S(=O)(=O)N2CCCCC2)CC1
  A: -5	B: -2	C: -7	D: -2	E: -8	F: 14	G: 9	H: 0
COc1ccc(Cl)cc1/C=N/NC(=O)c1c(-c2ccccc2)noc1C
  A: 56*	B: 1	C: 10	D: 16	E: -3	F: 11	G: 4	H: -9
N#CC1=C(N)Oc2cc(N)ccc2C1c1cccnc1 (configuration not stated)
  A: -15	B: -13	C: 5	D: 14	E: -4	F: -2	G: 11	H: -7
COc1cccc(N=Nc2c(=O)[nH]n3c(C)cc(C)nc23)c1
  A: -129	B: 0	C: 8	D: 3	E: 6	F: 8	G: -4	H: 2
O=C(Cn1ncn2c(cc3ccccc32)c1=O)NCCC1=CCCCC1
  A: 0	B: 3	C: 7	D: -10	E: 16	F: 5	G: -9	H: 22
Cc1ccc(Oc2ccc(OCC(=O)NC3CCS(=O)(=O)C3)cc2)cc1 (configuration not stated)
  A: -4	B: -10	C: 5	D: 10	E: -11	F: 6	G: -4	H: 6
COc1ccc(/C(=C/c2ccc(OC(F)F)c(OC)c2)C(=O)O)cc1OC
  A: -21	B: -8	C: 14	D: -7	E: -6	F: -9	G: -6	H: -23
O=C(C1=C(O)C(=O)N(CCN2CCOCC2)C1c1ccc([N+](=O)[O-])cc1)c1cccs1 (configuration not stated)
  A: -1	B: 2	C: 2	D: 9	E: 12	F: -14	G: 2	H: 25
N#CC12CCCCC1CC1CCCCC1(C#N)N2Cc1cccnc1 (configuration not stated)
  A: 2	B: -8	C: 2	D: -8	E: -10	F: 0	G: -4	H: 0
CCCn1c(=N)c(S(=O)(=O)c2ccc(F)cc2)cc2c(=O)n3ccccc3nc21
  A: 2	B: -5	C: 5	D: -3	E: 5	F: 12	G: -7	H: 7
COCCN(C(=S)Nc1ccc(OC)cc1)C1CCN(C(C)=O)CC1
  A: -11	B: -5	C: 3	D: 7	E: 5	F: -5	G: -9	H: 15
Cc1ccc(NC(=S)NCc2ccc(Cl)cc2)c(C)c1
  A: -3	B: -6	C: 24	D: 0	E: -6	F: -12	G: -2	H: -12
CC(C)CCN(C(=O)c1csnn1)C(C(=O)NC1CCCCC1)c1ccc(F)cc1 (configuration not stated)
  A: -4	B: -8	C: 17	D: -6	E: -7	F: 23	G: -1	H: 6
Cc1ccc(S(=O)(=O)N(Cc2ccccc2)c2ccccc2C(=O)N2CCCCC2)cc1
  A: -3	B: -5	C: 19	D: 10	E: -6	F: -17	G: 6	H: 7
Cn1cnc(S(=O)(=O)N2CCN(C(c3ccc(F)cc3)c3ccc(F)cc3)CC2)c1
  A: 3	B: 2	C: 16	D: 13	E: -1	F: -23	G: 0	H: -8
COc1ccccc1Nc1nc(-c2cccc([N+](=O)[O-])c2)nc2ccccc12
  A: -3	B: 1	C: 10	D: 8	E: 3	F: 5	G: 1	H: 11
O=C(NCc1ccc(F)cc1)C1CCN(C(=O)Nc2ccc(F)cc2)CC1
  A: 0	B: -12	C: 8	D: -7	E: -4	F: -8	G: -2	H: 0
Cc1cc(-c2nc(C)c(C(=O)NNC(=O)NC(C)C)s2)no1
  A: -7	B: 5	C: -14	D: -6	E: 7	F: 0	G: -4	H: 3
CN(C(=O)COC(=O)CNC(=O)C12CC3CC(CC(C3)C1)C2)c1ccccc1
  A: 4	B: 6	C: 1	D: -1	E: 5	F: -7	G: -6	H: 12
Cc1ccc(-n2ccc(-c3nn(-c4ccccc4)ccc3=O)n2)cc1
  A: 3	B: -6	C: 13	D: 0	E: 4	F: 4	G: -7	H: 3
COC(=O)Cn1c(O)c(N=NC(=O)OC)c2ccccc21
  A: -15	B: -11	C: 1	D: 5	E: -13	F: 19	G: 0	H: -7
COC(=O)C1=C(C(=O)OC)C2(OC1c1cccc(F)c1)C(=O)c1ccccc1C2=O (configuration not stated)
  A: -8	B: -5	C: -2	D: 0	E: -9	F: 1	G: 0	H: 2
COc1ccccc1CCNC(=O)c1cc(C2CC2)nc2c1cnn2C(C)C
  A: 2	B: 1	C: 14	D: -2	E: 2	F: 11	G: 1	H: 13
Fc1cc(Br)ccc1NC(=S)Nc1cccnc1
  A: 4	B: 6	C: -8	D: -2	E: 5	F: 19	G: -8	H: 14
CCOc1ccccc1CNC(=O)c1cc2oc3ccccc3c2n1C
  A: 3	B: -8	C: 14	D: -33	E: -6	F: 3	G: 1	H: -359
COc1cc(NC(=O)c2cc3nc(-c4ccccc4)cc(-c4ccccc4)n3n2)cc(OC)c1OC
  A: 3	B: 7	C: 16	D: -1	E: -5	F: 13	G: 0	H: 14
CCCn1nc(-c2nnc(-c3ccc(C)c(C)c3)o2)c2ccccc2c1=O
  A: 12	B: -2	C: 5	D: -16	E: -1	F: 4	G: 1	H: 14

The list continues.
Values run as follows: UBC13 inh | SENP8 block | Apaf-1 inh | Jurkat NFkB inh | SENP7 block | Gli-Sufu block | HKDC1 inhibitor | 697 NFkB inh
> CCOC(=O)N1CCN(C(=O)c2cc(C)c3c(C)nn(-c4ccccc4)c3n2)CC1
    -7 | 3 | -5 | 3 | 0 | 10 | -4 | -6
> CNC(=O)Nc1ccccc1F
    2 | 5 | -1 | 5 | 8 | -17 | 1 | -7
> Cc1cc(C)n(CC(C)(O)c2ccccc2)n1 (configuration not stated)
    1 | -1 | -6 | 0 | -2 | -5 | -3 | -2
> COc1ccccc1CCC(=O)Nc1ccc2c(c1)CN(Cc1ccc(CO)o1)CC2
    -5 | 3 | 7 | 4 | 0 | 11 | 8 | 4
> COCCNC(=O)C(c1ccc(C)o1)N(C(=O)Cn1nnc2ccccc21)c1ccccc1 (configuration not stated)
    8 | -3 | -10 | 4 | 9 | 2 | -10 | 3
> COc1ccc(C(=O)N/C(=C\c2cn(C)c3ccccc23)C(=O)N2CCN(C)CC2)cc1OC
    -10 | -2 | 2 | 4 | -3 | -8 | -27 | -1
> O=C(CSc1ncccn1)N1CCCC1
    7 | -1 | 7 | 0 | 5 | -15 | -8 | 12
> COC(=O)C(C)Sc1nc2c(cnn2-c2ccc(C)cc2)c(=O)[nH]1 (configuration not stated)
    -22 | 4 | 14 | -4 | 7 | 8 | 13 | -17
> N#Cc1cc([N+](=O)[O-])cnc1Nc1ccccc1
    -1 | -3 | -2 | -15 | 4 | 4 | -13 | 15
> CC(C)c1ccccc1OCC(=O)Nc1cc(S(=O)(=O)N2CCOCC2)ccc1N1CCCC1
    2 | -6 | 24 | -6 | -1 | 14 | 6 | 8
> CN(Cc1ccccc1)C(=O)c1ccc(NC(=O)Cc2cccc(NC(=O)C3CCN(C(=O)C4CC4)CC3)c2)cc1
    -10 | -10 | 21 | -26 | -2 | -10 | -5 | -15
> O=C(NCC1(c2ccccc2)CCOCC1)c1cccs1
    3 | -6 | -2 | 15 | 5 | 5 | -2 | 12
> Cc1cc2oc(=O)cc(-c3ccccc3)c2c(C)c1-c1ccc(OC(F)(F)F)cc1
    x | x | 15 | x | -3 | 6 | 1 | 29
> Cc1ccnn1CC(=O)N/N=C/c1cn[nH]c1-c1ccccc1
    -6 | -7 | 6 | -7 | -3 | -25 | -3 | -15
> Cc1cc(C)n(/N=C/c2cccc([N+](=O)[O-])c2)c(=O)c1
    6 | 0 | -7 | -13 | -5 | x | -1 | 0
> COc1ccc(OC)c2sc(NC(=O)C(C)C)nc12
    11 | 2 | -10 | 13 | -4 | -2 | -5 | 6
> O=C(CC(=O)N/N=C/c1ccc(O)cc1)N/N=C/c1ccc(O)cc1
    1 | 8 | -20 | 0 | -2 | 5 | -4 | 14
> O=S(=O)(Nc1cccc(-c2ccc3nncn3n2)c1)c1ccc(Cl)s1
    4 | 5 | -7 | 12 | 3 | 33 | 0 | 18
> COc1ccc(NS(=O)(=O)c2cc(NC(=O)COc3ccccc3)ccc2N2CCOCC2)cc1
    -20 | -7 | 18 | -7 | -4 | 13 | -6 | -37
> Cc1ccc(S(=O)(=O)N(C)C)cc1NC(=O)COC(=O)CCC(=O)c1cccs1
    15 | -3 | -34 | 1 | -9 | 9 | -5 | -1
> O=C(CSc1ncnc2c1nnn2Cc1ccccc1)NC1CCCC1
    -3 | 0 | -10 | -9 | 6 | -1 | 0 | -1
> CC(OC(=O)/C=C/c1ccc2ccccc2n1)C(=O)N(C)c1ccccc1 (configuration not stated)
    -9 | -16 | 29 | -4 | -6 | 4 | 0 | -40
> CS(C)(=O)=NS(=O)(=O)c1ccc(Cl)cc1
    0 | 3 | 6 | -3 | -5 | 1 | 1 | -5
> O=C(Nc1ccc(Oc2nnc(-c3ccccc3)c3ccccc23)cc1)c1ccccc1
    4 | 2 | 14 | 19 | 0 | 18 | -8 | 14
> O=S(Cc1ccc(Br)cc1)Cc1nnc(SCc2c(Cl)cccc2Cl)n1-c1ccccc1 (configuration not stated)
    -7 | 6 | 36 | 25 | 4 | 21 | 8 | 1
> CC(CCc1ccccc1)NC(=O)Cc1ccc(Br)cc1 (configuration not stated)
    10 | 1 | 7 | 24 | 5 | -7 | 0 | 4
> CCCCNC(=O)c1ccc(Cn2c(=S)[nH]c3c([nH]c4ccc(OC)cc43)c2=O)cc1
    -24 | -9 | 4 | -19 | -7 | -5 | 5 | -7
> CCc1cccc(C)c1NC(=O)CCNC(=O)c1cccc(C)c1
    6 | 5 | 0 | 11 | 1 | -4 | -7 | 10
> COc1ccc(C(=O)Nc2nc3ccccc3c(=O)[nH]2)cc1
    14 | 24 | -14 | -109 | 49 | -92 | -8 | -115
> Cn1cccc1C(=O)NCC(c1ccco1)N1CCCCC1 (configuration not stated)
    -4 | -8 | 9 | -8 | -7 | -7 | -6 | -19
> O=C(N/N=C/c1cccnc1)c1cccc(Cl)c1
    2 | -8 | -1 | -2 | -12 | 38 | -5 | -14
> COc1cccc(Nc2nc(-c3sc(N)nc3C)cs2)c1
    -13 | -4 | 5 | -15 | 17 | -19 | -2 | -3
> CCCCOc1ccc(OCCNC(=O)c2ccco2)cc1
    4 | -6 | 9 | -13 | 5 | 20 | -4 | 8
> CCCCCCCCOC(=O)c1ccc(N)cc1
    13 | -2 | 20 | -10 | -5 | 4 | 2 | 19

Source: PubChem

Rows were taken by chance. Share with any hit: about 3.6%.
